PKA-R2B activ – activators of PKA-R2B holoenzyme, primary screen, biochemical, fluorescence polarization, Cy5-IP20, human; PKA-R2B holoenzyme dissociation; R2B truncated from residue 108, S112A mutant; 0% DMSO only, 100% 113 µM cGMP; activation, % at 11.4 µM; cAMP-dependent protein kinase catalytic subunit beta (Homo sapiens) + cAMP-dependent …; actives 0.079% (n = 340,000);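 active means activation above a cutoff set at the mean over all compounds plus 3 SD, cut at about 18% in these data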;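 further: higher means more holoenzyme dissociation and a rise in polarization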
DAGLB inh – DAGLB lipase inhibitors, primary screen, biochemical, fluorescence, HTS; Diacylglycerol lipase-beta (Homo sapiens), Q8NCG7; HEK293T DAGLB membrane lysate, EnzChek fluorogenic substrate; inhibition, % at 5.17 µM; actives 0.059% (n = 340,000); in the data active means inhibition above about 34%;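 further: 0% = enzyme with vehicle and 100% = wells lacking enzyme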
SR-BI DiI-HDL act – activators of SR-BI mediated DiI-HDL uptake, primary screen, ldlA[mSR-BI] CHO cells, DiI fluorescence; 3 h; 100 = double the neutral-control signal; activation, % at 12.5 µM; actives 0.096% (n = 320,000);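 active means mean replicate activation of at least 60% and every replicate at or above 60%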;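 further: 0% = median plate neutral-control signal and 100% = twice that signal; values of inactives mirror those of a sister screen read the other way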
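Test system: SR-BI-overexpressing, LDLR-lacking CHO cells. Measured by: DiI fluorescence, bottom read. Medium: Ham's F12 with 0.5% BSA, HEPES 25 mM, pH 7.4. Timing: 3 h uptake period with compound, 37 °C.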
Rtt109 HAT inh – inhibitors of C. albicans Rtt109/Vps75 HAT, primary screen, biochemical, ThioGlo CoA-SH fluorescence, plate reader | Histone acetyltransferase RTT109 (Candida albicans (strain SC5314 / ATCC MYA-2876)), … | purified Rtt109/Vps75, 4 h | inhibition, % at 34.9 µM | actives 0.16% (n = 330,000);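 active means inhibition of at least 50% in every replicate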
Target sequence (Q5AAJ8 whole entry, looked up): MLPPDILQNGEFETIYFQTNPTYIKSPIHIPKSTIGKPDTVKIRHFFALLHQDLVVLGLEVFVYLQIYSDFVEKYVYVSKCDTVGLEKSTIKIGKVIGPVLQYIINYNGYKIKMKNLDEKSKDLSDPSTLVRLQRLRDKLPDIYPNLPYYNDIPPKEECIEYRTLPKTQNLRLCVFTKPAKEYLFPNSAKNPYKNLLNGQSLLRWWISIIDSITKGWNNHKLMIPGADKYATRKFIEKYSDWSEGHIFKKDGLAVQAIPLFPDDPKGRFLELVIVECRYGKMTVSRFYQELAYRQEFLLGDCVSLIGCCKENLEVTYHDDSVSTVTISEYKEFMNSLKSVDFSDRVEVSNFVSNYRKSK
Keap1 Nrf2 FP – Keap1-Nrf2 protein-protein interaction inhibitors, primary screen, biochemical, fluorescence polarization, single point | actives 0.15% (n = 340,000) | Kelch-like ECH-associated protein 1 (Homo sapiens), Q14145 | inhibition, % at 9.4 µM | Keap1 Kelch-Nrf2 peptide fluorescence polarization, 1536-well; in the data active means inhibition above about 12%;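 further: human Keap1 Kelch domain with fluorescein labeled Nrf2 9mer peptide probe; 0% = neutral control wells and 100% = peptide positive control; higher means more block of Keap1 binding to Nrf2 peptide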
Target sequence (Q14145 whole entry, looked up, the tested form may be a part): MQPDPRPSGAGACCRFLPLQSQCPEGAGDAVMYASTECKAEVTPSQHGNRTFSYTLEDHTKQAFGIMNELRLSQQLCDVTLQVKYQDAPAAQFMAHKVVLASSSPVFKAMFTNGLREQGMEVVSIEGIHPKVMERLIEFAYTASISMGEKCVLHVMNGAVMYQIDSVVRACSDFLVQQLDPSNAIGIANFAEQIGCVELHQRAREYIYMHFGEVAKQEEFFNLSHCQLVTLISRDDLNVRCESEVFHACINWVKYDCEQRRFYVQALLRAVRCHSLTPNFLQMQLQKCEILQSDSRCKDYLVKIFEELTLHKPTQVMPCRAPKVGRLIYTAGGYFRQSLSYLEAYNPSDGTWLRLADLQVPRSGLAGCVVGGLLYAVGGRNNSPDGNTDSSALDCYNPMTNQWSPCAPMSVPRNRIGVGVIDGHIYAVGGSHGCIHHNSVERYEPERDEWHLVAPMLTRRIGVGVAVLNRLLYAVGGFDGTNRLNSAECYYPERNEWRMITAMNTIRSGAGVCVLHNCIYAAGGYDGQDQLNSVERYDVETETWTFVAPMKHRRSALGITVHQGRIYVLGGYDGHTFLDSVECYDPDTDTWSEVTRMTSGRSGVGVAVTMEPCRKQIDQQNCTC
CAL PDZ FP-1 – CAL PDZ peptide-binding inhibitors, primary screen, biochemical, fluorescence polarization, Cer-tagged CAL PDZ, HTS | inhibition, % at 20 µM | actives 0.02% (n = 330,000) | purified CAL PDZ, TMR-peptide fluorescence polarization, 1 h | AID 504414, 2011 | Golgi-associated PDZ and coiled-coil motif-containing protein (Homo sapiens), Q9HD26;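 active means highest replicate inhibition of at least 40%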;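 further: plate controls were DMSO neutral control wells for no effect and unlabeled competitor peptide control wells for full effect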
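Read-out basis: mP drop reported as inhibition | Assay system: Tagged CAL PDZ protein CerCALP, purified | Benchmarks: Unlabelled peptide for full inhibition, DMSO wells as neutral | Schedule: 1 h incubation at room temperature before polarization reading | Buffer or medium: Sodium phosphate/NaCl buffer pH 7.4 with TCEP, IgG, Thesit | Doses: Single point, 20 µM | Measured by: Fluorescence polarization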
CAL PDZ FP-2 – untagged CAL PDZ binding inhibitors, primary screen, biochemical, fluorescence polarization, HTS | Golgi-associated PDZ and coiled-coil motif-containing protein (Homo sapiens), Q9HD26 | AID 602252, 2012 | inhibition, % at 24.9 µM | purified CAL PDZ, TMR-peptide fluorescence polarization, 1 h | actives 0.92% (n = 300,000);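 active means mean inhibition of at least 30% with at least half of replicates also reaching 30%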;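 further: 0% = DMSO neutral control and 100% = excess unlabeled competitor peptide PRC23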
LANA DNA inh – inhibitors of KSHV C-LANA binding to DNA, primary screen, biochemical, fluorescence polarization, FAM-LBS DNA, MBP-C-LANA, single point | Kaposi's sarcoma herpesvirus LANA C-terminal domain (residues 932-1162) DNA binding | inhibition, % at 9 µM | AID 504423, 2011 | actives 0.078% (n = 340,000);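 active means highest replicate inhibition at or above 60% at 9 µM, even if other replicates fall short; inactive means all replicates below 60% inhibition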;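 further: 0% = neutral control wells and 100% = 4 µM acridine orange control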
Cardiac RTF inh – cardiac RTF calcium sensitivity inhibitors, primary screen, biochemical, IANBD-TnC fluorescence, EC70 calcium | IANBD-labeled cardiac RTF, Ca2+ fluorescence | AID 493244, 2011 | Troponin I, cardiac muscle (Homo sapiens) + Troponin T, cardiac muscle (Homo sapiens) + … | actives 0.12% (n = 340,000) | inhibition, % at 7.15 µM;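 active means inhibition above the mean inhibition of all tested compounds plus 3 SD, cut at about 17% in these data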;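 further: assay run at fixed EC70 calcium of 1.6 mM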
cardiac RTF act – cardiac RTF calcium sensitivity activators, primary screen, biochemical, IANBD-TnC fluorescence, EC20 calcium; Troponin I, cardiac muscle (Homo sapiens) + Troponin T, cardiac muscle (Homo sapiens) + …; IANBD-labeled TnC RTF fluorescence at EC20 calcium; 0% EC20 calcium, 100% full calcium; activation, % at 7.2 µM; actives 0.24% (n = 340,000); AID 493008, 2010;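 active means activation above the mean over all tested compounds plus 3 SD, cut at about 30% in these data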;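 further: rise in fluorescence read as greater calcium sensitivity of cardiac thin filaments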
* marks the source's active call; other numbers are inactive results; . = no result given. This is a random part of the collection; overall some 1.6% were active at least once.

SMILES	PKA-R2B activ	DAGLB inh	SR-BI DiI-HDL act	Rtt109 HAT inh	Keap1 Nrf2 FP	CAL PDZ FP-1	CAL PDZ FP-2	LANA DNA inh	Cardiac RTF inh	cardiac RTF act
O=C(COC(=O)/C=C/c1ccccc1)Nc1nnc(-c2ccccc2)o1	-13.8	1.8	8.1	-2.9	-4.6	-1.8	-1.7	0.0	-6.0	-3.4
COc1ccc(NC(=S)NCC2CCCO2)c(C)c1 (centres undefined)	-10.8	-0.5	-6.5	-25.4	-4.0	-0.1	0.7	0.1	-1.6	10.3
Cc1ccc(C(=O)Nc2cnc3sc(C)nn3c2=O)cc1	-7.5	-2.0	13.6	-1.0	-3.3	-0.4	-2.2	2.2	-0.1	1.0
CC(C)(C)C(=O)Nc1ccccc1C(=O)NCCC(=O)Nc1ccccc1	-2.7	-0.8	24.9	0.2	-0.7	-3.3	-0.9	-0.7	-15.7	11.5
Cc1cc(C)c2cc(CN(CCO)Cc3nnnn3Cc3ccc(F)cc3)c(=O)[nH]c2c1	-5.2	6.2	1.7	4.2	-12.3	-0.6	-1.6	0.5	-4.3	3.6
O=C(NCc1ccccc1)c1onc(CSc2ccc(Cl)cc2)c1C(=O)NCc1ccccc1	2.1	-16.9	29.7	-2.2	-1.8	-1.7	-9.2	-1.0	0.7	5.3
CN(C(=O)COc1cc(=O)n(C)c2ccccc12)c1ccc(Cl)cc1	4.0	-2.6	-4.6	-2.3	0.7	0.4	-0.5	2.7	-3.1	-6.7
CC(=O)C1=C(C)NC(SCC(=O)c2ccc(Cl)cc2)=C(C#N)C1c1ccco1 (centres undefined)	-17.6	-5.0	0.9	.	-3.2	-2.4	1.2	-0.1	-0.7	5.4
CCc1noc(C)c1C(=O)N1CCSC1=Nc1cccc(Cl)c1C	-13.3	-5.6	-11.4	-3.4	4.0	-2.1	.	-0.3	2.4	-0.6
CN(C)c1ccc(-n2cccc2/C=C/[N+](=O)[O-])cc1	-6.3	4.6	-21.4	-3.3	1.0	-5.0	-1.4	4.7	-4.0	4.3
c1cncc(-c2nc(NCc3ccc4c(c3)OCO4)c3ccccc3n2)c1	-3.9	-2.8	-52.7	-4.2	-4.2	-8.1	-4.6	2.4	-13.5	1.1
O=C1c2ccccc2C(Nc2ccc(-c3nc4ccccc4[nH]3)cc2)N1Cc1ccco1 (centres undefined)	-2.3	2.5	-25.5	-2.8	-3.3	-1.2	.	-0.4	-5.8	5.3
CN(Cc1ccccc1)c1nc2c(c(=O)[nH]c(=O)n2C)n1CCCSc1ncccn1	4.9	2.1	-20.4	7.4	-2.7	-1.5	-4.6	1.0	-16.4	-9.7
COc1ccc(CCNC(=O)C2CC(=O)N(C3CCCCCCC3)C2)cc1OC (centres undefined)	-11.7	0.2	2.1	2.8	-4.1	-0.2	-5.6	-0.7	-6.2	3.8
COCCn1c(SCc2nc(N)nc(Nc3ccccc3C)n2)nc2ccccc2c1=O	0.6	0.7	-15.9	30.0	-0.5	-1.2	.	-1.5	-7.0	1.6

Some of these compounds in order of their number in DAGLB inh, smallest number first:
SMILES	PKA-R2B activ	DAGLB inh	SR-BI DiI-HDL act	Rtt109 HAT inh	Keap1 Nrf2 FP	CAL PDZ FP-1	CAL PDZ FP-2	LANA DNA inh	Cardiac RTF inh	cardiac RTF act
COc1ccc(NC(=S)NCC2CCCO2)c(C)c1 (centres undefined)	-10.8	-0.5	-6.5	-25.4	-4.0	-0.1	0.7	0.1	-1.6	10.3
O=C(COC(=O)/C=C/c1ccccc1)Nc1nnc(-c2ccccc2)o1	-13.8	1.8	8.1	-2.9	-4.6	-1.8	-1.7	0.0	-6.0	-3.4
CN(C)c1ccc(-n2cccc2/C=C/[N+](=O)[O-])cc1	-6.3	4.6	-21.4	-3.3	1.0	-5.0	-1.4	4.7	-4.0	4.3

The listing continues:
SMILES	PKA-R2B activ	DAGLB inh	SR-BI DiI-HDL act	Rtt109 HAT inh	Keap1 Nrf2 FP	CAL PDZ FP-1	CAL PDZ FP-2	LANA DNA inh	Cardiac RTF inh	cardiac RTF act
CCN(CC)C(=O)CSc1nnc(-c2cccs2)n1Cc1ccco1	5.1	1.6	22.7	-5.8	3.0	0.6	2.0	-0.4	0.1	4.1
COc1c(C)cc(C(=O)C2CCCN(C(=O)c3ccc4cc[nH]c4c3)C2)cc1C (centres undefined)	-15.6	-1.8	10.3	-1.3	-3.3	-0.2	8.7	0.2	-19.2	5.9
CCOC(=O)c1c(-c2ccccc2)oc2ccc(OCC)cc12	-4.9	-24.6	-4.2	-3.6	5.1	-2.4	-2.5	1.2	0.9	-8.4
Cc1ccnc(N/N=C/c2ccco2)n1	-3.6	1.9	3.1	1.4	-7.5	-3.0	-3.4	1.7	-5.1	9.5
Cc1ccc(OCCSc2nc(NC(C)C)nc(NC(C)C)n2)cc1	-9.9	-18.5	6.5	0.6	-1.9	-0.4	0.2	1.2	2.8	0.1
O=C(C[n+]1cccc(CNC(=O)c2ccc(OC(F)F)cc2)c1)Nc1cc(C(F)(F)F)ccc1Cl	-10.6	2.5	10.6	-1.9	-0.8	-3.0	0.0	-0.8	1.2	0.3
O=C1Nc2cc(C(=O)N3CCN(Cc4ccccc4)CC3)ccc2SC1N1CCOCC1 (centres undefined)	-3.6	2.6	-12.8	17.1	-0.5	-1.0	-1.7	0.0	-3.3	-2.2
CCCCC(=O)OCc1cn(-c2ccc(Cl)cc2)nn1	-2.3	-8.7	-12.2	7.9	-1.6	-0.5	2.3	-0.8	-2.7	-0.2
O=C1C2C(c3cccc(/C=C/c4ccccc4)c3)CC=CC2C(c2ccc3ccccc3c2)N1Cc1ccccc1 (centres undefined)	-0.9	-9.0	15.3	0.0	0.3	-1.2	-1.0	-1.7	-5.8	-1.1
Cc1ccc(S(=O)(=O)NCCc2nnc3ccc(SCc4cccnc4)nn23)cc1	1.6	2.1	15.6	-4.3	-6.2	-0.2	.	-1.2	-4.8	-0.9
Cc1ccc(S(=O)(=O)N2CCOCC2)cc1C(=O)NC(=S)N(Cc1ccccc1)C(C)C	-2.2	1.0	20.3	6.7	-2.2	15.9	-2.7	-1.0	-4.0	-1.3
O=C(CN1CCCCC1)Nc1cc(Cl)ccc1Oc1ccccc1	-6.9	-12.4	-41.4	-0.9	-4.0	-8.4	-2.7	-1.0	-7.7	3.9
CCCc1nc2oc3c(=O)[nH]cnc3c2c2c1CCCC2	8.8	1.6	-11.0	9.0	2.3	-3.0	1.1	0.2	-5.6	-3.8
COc1cccc(NC(=O)c2ccc3nc(C)sc3c2)c1	-7.2	-0.6	-26.0	-1.9	-2.7	-0.6	.	5.2	-3.2	-2.6
CC(C)C(=O)Nc1cccc(C(=O)Nc2nnc(C(C)(C)C)s2)c1	-1.9	-0.9	-59.9	1.0	-5.7	.	-1.9	0.3	4.8	-6.2
O=S(=O)(c1ccc(OCC(O)CN2CCN(c3ccccc3Cl)CC2)cc1)N1CCOCC1 (centres undefined)	9.2	0.8	-22.8	0.0	-3.8	-3.7	-2.3	3.9	-6.6	13.4
O=C(/C=C/c1cccc(Cl)c1)NNC(=O)c1ccncc1	-3.9	-0.3	20.6	10.6	2.5	-0.9	-0.1	1.8	0.4	-1.2
O=C(OCn1nnc2ccccc2c1=O)c1ccco1	-8.2	-0.9	23.9	-6.9	0.3	-0.8	-2.7	0.4	5.0	-2.6
CC(=O)N(C)C(c1ccc(N(C)C)cc1)c1nnnn1-c1c(C)cccc1C (centres undefined)	-6.7	1.1	-25.2	8.7	-1.5	0.0	-6.2	1.9	13.7	1.7
CC1CCCN(C(=O)CCNS(=O)(=O)c2ccc3c(c2)oc(=O)n3C)C1 (centres undefined)	-1.4	0.2	9.6	-15.1	1.9	-0.4	.	0.7	-6.1	0.1
CCCCc1ccc(NC(=S)N2CCN(c3ncccn3)CC2)cc1	7.1	-3.6	-40.7	1.5	-2.2	-0.4	11.3	-1.5	-3.2	1.0
CN1CCN(S(=O)(=O)Cc2ccc(Cl)cc2)CC1	6.3	-1.6	31.5	-5.0	-4.6	-0.6	.	-0.6	-4.9	0.8
Clc1ccc(OCc2nc(-c3ccncc3)no2)cc1	0.0	-3.2	7.1	7.9	-1.4	-1.4	-0.4	-1.2	0.5	-5.2
Cc1cc(C(=O)NCc2cccs2)no1	0.1	2.3	15.7	-5.6	-1.7	0.5	-1.5	0.6	-8.7	-1.8
CCCCC(c1nnnn1Cc1ccco1)N1CCN(C(=O)c2ccco2)CC1 (centres undefined)	-10.0	-1.3	10.8	2.8	-4.1	-1.4	1.7	0.1	-6.7	-5.1
CCOC(=O)c1ccc(Oc2c(C)oc3c(CN4CCN(C)CC4)c(O)ccc3c2=O)cc1	-6.1	-0.2	24.4	-113.7	-3.0	-1.2	-1.7	-0.7	1.8	-3.8
Fc1ccc(C(c2nnnn2Cc2ccco2)N2CCN(C3CCCCC3)CC2)cc1 (centres undefined)	4.9	2.1	-5.5	-0.5	-3.5	0.4	-1.8	8.7	-10.8	9.6
Cn1nnnc1NCc1ccc(Cl)c(Cl)c1	-0.6	-1.0	16.3	1.2	-1.6	-1.1	-1.6	0.2	1.6	-2.9
Cc1cccc(-c2nc(CS(=O)CC(=O)NC(C)CCc3ccccc3)c(C)o2)c1 (centres undefined)	3.5	-2.8	-15.4	0.1	-4.2	-1.7	-0.4	-1.5	-18.5	0.0
COc1cc2[nH]c(=O)n(CCCCCC(=O)NCCCN3CCC(C)CC3)c(=O)c2cc1OC	7.0	-1.1	.	0.5	0.2	-1.9	-4.6	-2.1	-4.5	-0.2
CC(C)[C@H](NC(=O)c1ccccc1Cl)C(=O)OCC(=O)NC(=O)NC1CCCC1	-5.0	1.9	-20.2	-1.9	-5.7	-2.0	-3.5	-0.7	-9.5	-2.9
CCOC(=O)N1C(=O)NC(=O)C1c1ccc(OC)cc1 (centres undefined)	8.2	0.7	-11.9	6.7	5.0	-1.0	-4.6	-2.4	1.1	-5.1
